# WRN inhibitor: WRN helicase (human) inhibition | Q14191 | WRN helicase unwinding, fluorescent forked duplex, kinetic | Potency, µM (series often up to 114 µM), inactives show at the top dose activity change, negative = inhibition, hits mostly inhibitors | 360,000 compounds, 0.46% hits | AID 651768; note: potency is the fitted concentration of half-maximal effect; % is set by controls: 0 for no effect and ±100 for the full control effect; nearly all actives have a fitted effect of over 55% in size
#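 WRN at 20 nM final preincubated with compound 15 min at room temperature; reaction started with 100 nM fluorophore/quencher forked duplex oligonucleotide and 2 mM ATP final. Unwinding followed kinetically by red fluorescence (ex 525, em 598 nm).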
# PI5P4K alpha inh: blocks human PI5P4K alpha kinase activity; P48426; PI5P4Kalpha enzyme, ADP-Glo luminescence, 60 min; active compounds read low; max response, %; 330,000 compounds, 1.2% hits; AID 652105; active = max response of -50% or lower; inconclusive = between -30% and -50%; inactive = -30% or higher; note: value at the top dose of about 77 µM; % is set by controls: 0 for no effect and ±100 for the full control effect
# Target sequence (P48426 whole entry, looked up): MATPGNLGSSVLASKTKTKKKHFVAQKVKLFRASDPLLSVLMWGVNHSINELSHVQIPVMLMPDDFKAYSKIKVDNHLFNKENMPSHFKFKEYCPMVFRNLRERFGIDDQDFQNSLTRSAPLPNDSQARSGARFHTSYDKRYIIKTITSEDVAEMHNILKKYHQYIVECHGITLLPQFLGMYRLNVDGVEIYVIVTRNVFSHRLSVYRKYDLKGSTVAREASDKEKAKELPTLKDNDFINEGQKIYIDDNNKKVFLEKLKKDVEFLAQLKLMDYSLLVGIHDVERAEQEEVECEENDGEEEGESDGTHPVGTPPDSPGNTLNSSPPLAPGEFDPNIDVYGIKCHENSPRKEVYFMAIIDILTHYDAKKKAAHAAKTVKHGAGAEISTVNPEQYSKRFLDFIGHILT
#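 Reactions run in 0.038 M HEPES pH 7.4, 0.28 mM EGTA, 0.1% CHAPS and 5% DMSO, with PI5P4Kalpha, substrate, compound and 5 microM ATP final, one hour at room temperature. Readout is ADP-Glo luminescence.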
# Abeta rescue: restores growth of yeast expressing A-beta42 peptide | 410,000 compounds, 0.063% hits | Potency, µM (top dose mostly 46.1 µM), without a hit: at the highest dose growth rescue, actives largely listed as activators | AID 1347071 | yeast expressing A-beta42, growth rescue, OD600, 48 h; response scale: 0% DMSO, 100% iron-clioquinol control; note: potency is the fitted concentration of half-maximal effect; nearly all actives have a fitted effect of over 55% in size
#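 Growth rescue measured by 600 nm absorbance after 48 h yeast culture at 30 C with compound. Values normalized between DMSO and an equimolar ferric chloride plus clioquinol control.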
# aSyn yeast inh: inhibitors of alpha-synuclein toxicity in yeast; Yeast expressing alpha-synuclein, growth rescue, BacTiter-Glo, 24 h; Potency, µM (highest dose often 46.1 µM), without a hit: at the top dose growth rescue (activation), usual class: activators; 370,000 compounds, 0.14% hits; AID 652106; note: potency is the fitted concentration of half-maximal effect; % of control where 0% means no effect; nearly all actives have a fitted effect of over 65% in size
#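 Rescue of yeast growth: cells expressing toxic alpha-synuclein, induced in galactose at OD600 0.02, incubated with compound 24 h at 30 C. ATP luminescence quantified growth; inhibitors of toxicity appear as activators.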
# PLK1 PBD block: inhibitors of human PLK1 polo-box domain binding. P53350. Potency, µM, for the others: max response, negative = inhibition, usual class: inhibitors. AID 720504. Plk1 PBD binding of FITC phosphopeptide, fluorescence polarization. 360,000 compounds, 2.8% hits; note: potency is the fitted concentration of half-maximal effect; series mostly up to about 57 µM; % is set by controls: 0 for no effect and ±100 for the full control effect; nearly all actives have a fitted effect of over 65% in size
# Target sequence (P53350 whole entry, looked up, the tested form may be a part): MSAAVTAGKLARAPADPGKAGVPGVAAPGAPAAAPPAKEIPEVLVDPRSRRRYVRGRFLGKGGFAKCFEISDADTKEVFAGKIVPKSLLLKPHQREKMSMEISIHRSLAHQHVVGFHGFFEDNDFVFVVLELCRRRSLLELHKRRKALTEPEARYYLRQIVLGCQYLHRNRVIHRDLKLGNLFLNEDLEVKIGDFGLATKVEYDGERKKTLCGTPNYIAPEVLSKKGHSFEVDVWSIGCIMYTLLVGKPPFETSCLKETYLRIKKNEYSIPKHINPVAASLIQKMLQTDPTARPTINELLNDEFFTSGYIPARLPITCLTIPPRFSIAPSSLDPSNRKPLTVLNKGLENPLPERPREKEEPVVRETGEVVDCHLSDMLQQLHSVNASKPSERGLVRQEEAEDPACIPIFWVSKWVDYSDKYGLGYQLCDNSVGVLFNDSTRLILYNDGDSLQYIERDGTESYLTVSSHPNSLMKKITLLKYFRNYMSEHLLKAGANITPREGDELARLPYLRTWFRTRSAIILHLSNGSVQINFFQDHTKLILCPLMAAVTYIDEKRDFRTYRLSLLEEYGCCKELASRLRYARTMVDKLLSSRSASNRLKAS
# EPAC1 antag: blocks human EPAC1 exchange factor; EPAC1 GEF assay, Rap1b-BODIPY-GDP exchange fluorescence; AID 720709; 360,000 compounds, 0.14% hits; Potency, µM (titrated, usually from 115 µM), inactives show top-dose activity change, negative = inhibition, most hits filed as inhibitors;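 note: potency is the fitted concentration of half-maximal effect; plate controls were vehicle for no effect and positive control for full effect; nearly all actives have a fitted effect of over 50% in size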
# EPAC1 ag: EPAC1 (human) agonism | O95398 | EPAC1 agonist qHTS, biochemical assay; response scale: 100% = response to 6.5 mM cAMP | Potency, µM (series often up to 154 µM), for the others: at the highest dose activation, most hits filed as activators | 360,000 compounds, 0.073% hits; note: potency is the fitted concentration of half-maximal effect; nearly all actives have a fitted effect of over 60% in size
#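 Read-out is the fluorescence drop as BODIPY-GDP leaves Rap1B (480 nm excitation, 540 nm emission), recorded every 5 minutes over 30 minutes. Reactions held 100 nM EPAC1, 250 nM Rap1B–BODIPY-GDP and 50 uM GDP, with 6.5 mM cAMP setting full activation.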
# FUS suppressor: FUS proteinopathy suppression in yeast; S. cerevisiae FUS-expressing, growth rescue, OD600, 24 h; Potency, µM (top dose mostly 76.6 µM), inactives show top-dose growth rescue (activation), most hits filed as activators; 390,000 compounds, 0.24% hits; AID 1347120;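 note: potency is the fitted concentration of half-maximal effect; plate controls were DMSO vehicle for no effect and reference control for full effect; nearly all actives have a fitted effect of over 55% in size; some results filed as inactive show a strong effect at the top dose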
#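 Compound concentration series was pinned onto galactose-induced FUS-expressing yeast seeded at OD 0.005. Plates sat 24hr at 30C; absorbance at 600 nm gave growth. DMSO served as background control.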
# IL2 activator: IL-2 activation; 360,000 compounds, 0.065% hits; activation, % (series mostly up to about 46 µM); IL-2 activation reporter assay, cell-based qHTS; stimulated with anti-CD3/CD4/CD28 beads; in transgenic mouse T cells; in the data active = activation above about 50%; inconclusive = mostly about 30% to 49%; note: 0% is about no effect
#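 Unstimulated transgenic mouse T cells preincubated 60 min with compound, then stimulated with anti-CD3/anti-CD4-coated beads plus anti-CD28 for 18 h at 37 degrees C. IL-2 response read as EGFP and DsRed fluorescence by plate cytometry.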
# Numbers without * were called inactive; ? = inconclusive; · = not tested or not shown; [ ] = remark or other dose. Unless noted, calls come from the whole dose curve; as a rule, active = well fitted curve in the direction sought with a large enough effect; inconclusive = small, poorly fitted or top-dose-only effect, or another doubt; inactive = no such curve, though single readings can be large; an effect the other way counts as inactive or inconclusive.
SMILES,WRN inhibitor,PI5P4K alpha inh,Abeta rescue,aSyn yeast inh,PLK1 PBD block,EPAC1 antag,EPAC1 ag,FUS suppressor,IL2 activator
CC(=O)C1=C(C)OC(N)=C(C#N)C1c1ccncc1 (stereo not drawn),-7%,1,-4%,-4%,-15%,0%,4%,-17%,0.5
CCCC[C@@H]1C[C@H]1[C@@H](NC(=O)c1ccco1)c1ccc(Cl)cc1,-8%,5,5%,-10%,1%,-19%,-20%,11%,0.3
CN1/C(=C/C(=S)NC(=O)C2(C)CC2(Cl)Cl)C(C)(C)c2ccccc21 (stereo not drawn),-3%,-1,10µM*,-7%,-1%,11%,-14%,?,-4.0
Cc1csc2ncnc(NC3CCN(Cc4ccccc4)CC3)c12,-2%,1,-1%,-3%,-4%,27%,6%,25%,-0.2
CC(NC(=O)c1ccc(F)cc1)C(=O)NC1=NCCS1 (stereo not drawn),-2%,3,-11%,-7%,5%,8%,2%,9%,-2.4
CC(C)[C@H](NC(=O)[C@@H]1CSC2c3ccccc3C(=O)N21)C(=O)NC1CCCCC1 (stereo partly drawn),-2%,1,10%,-5%,-5%,12%,-2%,13%,2.1
Cc1cccc(C)c1NC(=O)CNC(=O)C1CC(=O)N(Cc2ccccc2)C1 (stereo not drawn),-2%,-13,-3%,0%,-5%,-7%,4%,16%,-3.6
CCC1CCc2c(sc(NC(C)=O)c2C#N)C1 (stereo not drawn),-2%,7,-1%,3%,-10%,5%,-1%,25%,-0.4
COc1ccc(NS(=O)(=O)c2ccc(-c3cnc(C4CC4)o3)cc2)cc1OC,6%,1,-6%,-7%,1%,-18%,-8%,23%,0.4
CC1CC=C2C(C#N)=C(N)C(C#N)(C#N)C(c3cccs3)C2C1 (stereo not drawn),-12%,-24,0%,-13%,27µM*,12%,1%,23%,-1.9
CCN(CC)CCNC(=O)/C(=N\O)c1ccccn1,8%,1,0%,-1%,-1%,6%,6%,14%,-0.6
CC(C)CCNC(=O)C1CC(c2ccccc2[N+](=O)[O-])=NO1 (stereo not drawn),1%,-2,-9%,?,-7%,-10%,-10%,-6%,0.3
Cc1c(NCc2cc(Cl)cc(Cl)c2O)c(=O)n(-c2ccccc2)n1C,-12%,·,1%,-3%,-8%,-13%,0%,14%,-1.5
CCC(=O)NC(Nc1ncc(C)s1)(C(=O)OC)C(F)(F)F (stereo not drawn),-10%,0,8%,0%,-13%,14%,-6%,13%,-0.9
Clc1ccc2c(N3CCCC3)ccnc2c1,2%,0,-2%,-9%,-7%,2%,2%,2%,7.5
O=C(CCCn1c(=S)[nH]c2ccsc2c1=O)Nc1ccc(F)cc1,1%,-16,-6%,-9%,-20%,0%,2%,-30%,0.4
COC(=O)[C@H](C)NC(=O)Nc1ccccc1F,-2%,·,16%,-2%,-22%,5%,-4%,14%,4.0
COc1ccc(/C(N)=N/OC(=O)COc2ccccc2Cl)cc1,-14%,15,6%,-5%,6%,?,-6%,·,1.3
CC(=O)c1ccccc1NC(=O)c1cc(S(=O)(=O)N2CCOCC2)ccc1N1CCCC1,5%,1,-10%,-2%,-8%,-20%,-2%,-17%,-0.6
COCCNC(=S)N/N=C/c1ccccc1C(=O)O,7%[57.1 µM],-7,1%,2%,-4%,-5%,-1%,10%,-3.6
C/C(CC(=O)NCc1ccco1)=N\NC(=O)Cc1ccc(-c2ccccc2)cc1,0%,-4,-14%,-1%,1%,-15%,-1%,24%,-4.6
Cc1ccc(N(Cc2cc(=O)[nH]c3ccccc23)C(=O)CCl)c(C)c1,-13%,-22,6%,7%,?,?,10%,30%,-3.2
CC(=O)c1cc(Cc2csc(C(C)=O)c2)cs1,-5%[57.1 µM],·,-5%,3%,-5%,7%,3%,3%,-1.8
COc1cccc(C(=O)N=c2sc3cc(S(C)(=O)=O)ccc3n2C)c1,-16%,-16,-14%,-2%,-14%,-13%,0%,12%,-0.5
COc1cc(NS(=O)(=O)c2ccc(C)cc2)c2ncccc2c1,-10%,1,13%,?,-4%,-1%,6%,2%,-2.4
CCN(CC)c1ccc(S(=O)(=O)N2CCOCC2)cc1NC(=O)CN1C(=O)NC2(CCCC2)C1=O,-10%,-1,19%,-1%,-1%,1%,-3%,16%,-0.4
O=C(CSc1nnc(CNC(=O)c2c(F)cccc2Cl)o1)Nc1ccc2c(c1)OCO2,-25%,-14,-7%,-3%,-18%,-8%,-3%,42%,-4.1
COC(=O)c1cc(=O)nc2sc(-c3cccs3)nn12,-4%,·,4%,12%,-7%,-6%,-5%,8%,1.3
O=C(Nc1ccc2c(c1)nc1n2CCOC1)C1CCCCC1,-4%,0,28%,2%,2%,2%,3%,-18%,-2.1
COc1ccc(C(Nc2ccc(S(=O)(=O)N3CCOCC3)cc2)C(=O)NCCC(C)C)cc1OC (stereo not drawn),-1%,4,-4%,4%,-8%,16%,0%,23%,-0.1
Cc1noc(C)c1-c1ccc2ncnc(NCC3CCCCN3C)c2c1 (stereo not drawn),·,·,0%,·,·,4%,-13%,-10%,-1.2
CCOC(=O)c1cccc(-n2c(C)nc3ccccc3c2=O)c1,3%,3,11%,-2%,-8%,1%,11%,9%,-4.2
CCN1C(=O)[C@H]2[C@H]3CN=C(SCc4ccc(OC)cc4)N3[C@@](CC)(C(=O)OC)[C@H]2C1=O,-5%,-4,8%,2%,-9%,-3%,21%,-28%,0.4
Cc1ccc(NC(=O)/C=C2\NC(=O)CS2)cc1,-8%,-26,-4%,-3%,-2%,-3%,-1%,0%,-0.2
COc1ccc(OC)c2c1sc(=NC(=O)C1CCCCC1)n2C,0%,11,2%,0%,-12%,-3%,1%,-23%,-2.7
Fc1cccc(Cc2c(-c3ccc(Cl)cc3)nc3ccc(Br)cn23)c1,-17%,-1,-7%,-1%,-4%,-7%,4%,6%,-0.7

# Reprinted from the part before: two entries, then new ones.
SMILES,WRN inhibitor,PI5P4K alpha inh,Abeta rescue,aSyn yeast inh,PLK1 PBD block,EPAC1 antag,EPAC1 ag,FUS suppressor,IL2 activator
COc1ccc(OC)c2c1sc(=NC(=O)C1CCCCC1)n2C,0%,11,2%,0%,-12%,-3%,1%,-23%,-2.7
Fc1cccc(Cc2c(-c3ccc(Cl)cc3)nc3ccc(Br)cn23)c1,-17%,-1,-7%,-1%,-4%,-7%,4%,6%,-0.7
NC(=O)C1CCN(Cc2nc(-c3cccs3)no2)CC1,0%,2,-1%,-2%,-1%,-10%,1%,19%,-1.3
COc1cc([C@H](Cc2ccccc2)NC(C)=O)oc(=O)c1,?,-6,9%,0%,-27%,3%,5%,8%,-0.4
CCOc1ccc(CC2S/C(=N/N=C/c3ccco3)NC2=O)cc1 (stereo not drawn),5%,0,-11%,1%,-7%,27%,-8%,?,0.1
N=c1c(C(=O)NC2CCCCC2)cc2c(=O)n3ccccc3nc2n1Cc1ccco1,10%,-1,-3%,-4%,-15%,-1%,1%,27%,-0.3
Cc1ccc2cccc(S(=O)(=O)Nc3c(C)n(C)n(-c4ccccc4)c3=O)c2n1,0%,·,2%,0%,-4%,1%,16%,13%,-1.3
Cc1ccc(Cc2cnc(NC(=O)C3CCCO3)s2)cc1 (stereo not drawn),-8%,3,29%,11%,-12%,-12%,6%,-2%,-1.7
C=CCn1c(SCc2cccc(OC)c2)nnc1-c1ccncc1,1%,2,-23%,-2%,-14%,-16%,-1%,-10%,-0.5
Cc1nc(SCc2ccccc2)c([N+](=O)[O-])[nH]1,6%,-5,8%,-1%,-7%,14%,7%,·,2.4
CCCc1cc(=O)[nH]c(SCC(=O)N2CCC(C)CC2)n1,-8%,0,·,4%,-2%,-3%,1%,-16%,-0.3
O=C(Nc1ccc(C(=O)N2CCN(c3ccc(F)cc3)CC2)cc1)C1=CSCCO1,-12%,-3,17%,9%,-10%,-5%,10%,32%,-1.1
CC(C)CC(=O)NC(=S)N1CCCCCC1,-5%,-8,9%,8%,1%,-2%,2%,-25%,-0.2
O=C(C1=C(O)C(=O)N(Cc2ccco2)C1c1ccccc1F)c1cccs1 (stereo not drawn),-10%,-16,-15%,1%,-9%,-2%,-13%,5%,0.0
CCOC(=O)C1(CCCc2ccccc2)CCN(C(=O)CCN2CCCCC2=O)CC1,7%,5,10%,-6%,-14%,10%,-1%,24%,1.5
CC(C)(C)C(=O)N1CCN(C(=O)c2ccco2)CC1,9%,-4,-6%,-3%,-3%,2%,7%,25%,-0.9
Cc1cc(-c2nnc(CCC(=O)NC(C)c3ccc(F)cc3)o2)no1 (stereo not drawn),-1%,1,-10%,-7%,-6%,13%,1%,-3%,1.0
Cc1cccc(C)c1NC(=O)C1c2cccc[n+]2CC(=O)N1Cc1cccs1 (stereo not drawn),5%,-6,12%,4%,-1%,7%,8%,3%,-0.8
Cc1ccc(NC(=O)c2sc3nc(N4CCOCC4)c4c(c3c2N)CC(C)(C)OC4)cc1,-1%,-1,3%,-2%,-8%,7%,6%,-1%,-4.4
Cc1ccc2sc(NNC(=O)c3ccc4c(c3)OCCO4)nc2c1C,-3%,?,-49%[inhibitor],-2%,-15%,?,-13%,-1%,-2.8
O=C(/C=C/c1ccccc1)NCCc1ccccc1,-11%,?,-34%[inhibitor],-6%,0%,1%,-11%,-4%,0.2
COC(=O)[C@@]12C[C@@H](CC(=O)NCc3ccc(C)o3)C(=O)N(Cc3cccc4ccccc34)C1=CCC(C)(C)C2,-6%,?,5%,5%,-5%,-17%,-11%,41%,-0.9
COc1ccc(S(=O)(=O)Nc2ccc(S(=O)(=O)Nc3nccs3)cc2)cc1,-11%[57.1 µM],0,-10%,-1%,2%,-8%,-6%,-7%,-1.2

# Source: PubChem (National Center for Advancing Translational Sciences (NCATS))
